RNase H inhibition: RNase H inhibition, HIV 1 Gag Pol polyprotein, FRET biochemical assay, screening (AID 372); HIV-1 RT RNase H, FRET RNA/DNA substrate fluorescence; higher % means a stronger effect; inhibition, % at 10 µM; hits with a dose series show IC50 in µM; actives 0.77% (n = 100,000); in the data active means inhibition above about 50%
The depositor's hits bear a star. These rows are one share of the data (hit frequency here may not be typical).

SMILES	RNase H inhibition
CC1(C)CC(=O)C(C(C2=C(O)CC(C)(C)CC2=O)c2ccccc2Cl)C(=O)C1 (stereo not drawn)	13%
O=C(Nc1ccc2c3c(cccc13)CC2)c1ccccc1[N+](=O)[O-]	8%
Cc1ccc(C)c(OCCOc2c(Cl)cc(Cl)cc2/C=C2\SC(=S)NC2=O)c1	33%
O=C1NN(c2ccc(Cl)cc2)C(=O)/C1=C\c1ccc(O)c(O)c1	57%*
N=c1n(CCOc2ccccc2)c2ccccc2n1CCN1CCOCC1	9%
O=C(N/N=C/c1cccc(O)c1O)c1cccc(Cl)c1	35%
COc1cc(C2NC(=S)NC(C)=C2C(=O)Nc2ccc(Br)cc2)cc(OC)c1OC (stereo not drawn)	1%
CCN1CCc2c(sc(NC(=O)Nc3ccc(Cl)cc3)c2C(N)=O)C1	13%
O=C(c1ccc(Cl)cc1)N1CCN(c2ccc(F)cc2)CC1	15%
Cc1cccc(C(=O)Nc2cccc(NC(=O)COc3ccccc3Cl)c2)c1	7%
CCOC(=O)COc1ccc2c(CC)cc(=O)oc2c1C	0%
COC(=O)c1ccc(-c2nc3nnc(C)n3[nH]2)cc1	4%
CCCOc1ccccc1C=C1C(=O)NC(=O)NC1=O	10%
Cc1ccc([N+](=O)[O-])cc1NS(=O)(=O)c1ccc(F)cc1	17%
CCOc1cccc(C(=O)Nc2ccc(I)cc2Cl)c1	10%
O=C(Nc1ccc(Nc2ccccc2)cc1)c1ccccc1[N+](=O)[O-]	13%
COc1ccc(OCCCCCCN2CCOCC2)cc1	6%
NC(=O)N/N=C/c1cccc(OCc2ccc(F)cc2)c1	38%
CN1C(=O)C(=Cc2ccsc2)C(=O)N(C)C1=S	16%
Cc1ccccc1OCC(=O)N1CCC(C(N)=O)CC1	8%
COc1cccc(OCCOc2ccc(/C=C3\SC(N)=NC3=O)cc2OC)c1	17%
CN(C)CCOC(=O)C12CCC3CC(CC(C3)C1)C2	4%
Cc1cccc(NC(=O)CC2S/C(=N\N=C3/CCCc4ccccc43)NC2=O)c1C (stereo not drawn)	19%
Cc1ccccc1N1CCN(C(=S)c2ccc(N(C)C)cc2)CC1	12%
CCOC(=O)c1ccc(N2C(=O)CC(NCc3ccco3)C2=O)cc1 (stereo not drawn)	5%
CC(C)C(=O)N1c2ccccc2C(N(C(=O)c2ccc(F)cc2)c2ccccc2)CC1C (stereo not drawn)	1%
O=C(NC1CCCCC1)c1ccc2nc3ccccc3nc2c1	14%
COc1ccc(/C=C(/NC(=O)c2ccccc2)C(=O)Nc2cccc(O)c2)cc1OC	0%
CC(Cc1ccccc1)NC(=O)c1cc2ccccc2o1 (stereo not drawn)	9%
CCOc1ccc(-c2csc(/C(C#N)=C\Nc3ccc(F)cc3)n2)cc1	12%

Structural class, those above containing two or more sulfur atoms.
SMILES	RNase H inhibition
Cc1ccc(C)c(OCCOc2c(Cl)cc(Cl)cc2/C=C2\SC(=S)NC2=O)c1	33%
CN1C(=O)C(=Cc2ccsc2)C(=O)N(C)C1=S	16%

New compounds follow:
SMILES	RNase H inhibition
COc1ccc(/C=C2\SC(N)=NC2=O)cc1	0%
COc1ccc(Oc2ccc(Oc3ccc(OC)cc3)cc2)cc1	8%
Cc1cc([N+](=O)[O-])ccc1N1C(=O)c2ccc(C(=O)Nc3ccccc3C(=O)O)cc2C1=O	0%
CCOc1cc(OCC)cc(C(=O)Nc2cccnc2)c1	7%
COc1ccc2oc(=O)c(C(=O)C[n+]3ccc(NC(C)=O)cc3)cc2c1	8%
CC(=O)Nc1ccc(S(=O)(=O)NNC(=O)c2ccccc2Cl)cc1	7%
Cc1ccc(N=Cc2c(O)n(Cc3ccccc3)c(=O)[nH]c2=O)cc1	46%
COc1ccccc1NC(=O)c1cc2ccccc2c(C=Nc2ccc(Cl)cc2)c1O	15%
O=C1NC(=S)N/C1=C/c1cc([N+](=O)[O-])ccc1O	12%
CCCCN1C(=O)c2ccc(Br)cc2C1=O	16%
Cc1c(Cc2ccccc2)c(N2CCCC2)n2c(nc3ccccc32)c1C#N	30%
Cc1cccc(N2CCN(Cc3cccs3)CC2)c1C	3%
O=C1C(Cl)=C/C(=N\S(=O)(=O)c2ccccc2)C(Cl)=C1Cl	3.8µM*
Cc1ccc2oc3c(c2c1)-c1oc(C)cc1C(C)(c1ccccc1)CC3 (stereo not drawn)	16%
CCOC(=O)c1c(NC(=O)Cc2ccccc2)sc(C(=O)Nc2cc(C(F)(F)F)ccc2Cl)c1C	0%
Cc1cc(C)c(S(=O)(=O)NCCc2ccccc2)c(C)c1	12%
Cc1ccc(N=Cc2cc3ccccc3nc2Sc2ccc(C)cc2)cc1	0%
COc1ccc(C2/C(=C(\O)c3ccc(Cl)cc3)C(=O)C(=O)N2CCCCCC(=O)O)cc1 (stereo not drawn)	3%
C=CCOC(=O)C1=C(C)NC2=C(C(=O)CCC2)C1c1ccccc1Cl (stereo not drawn)	18%
Cc1cc(C)cc(OCCOc2ccc(Cl)cc2/C=C2\SC(=O)NC2=O)c1	34%
Cc1ccc2oc(-c3cccc(NC(=O)c4ccccc4[N+](=O)[O-])c3)nc2c1	9%
CCn1c(NC(=O)c2ccc(Cl)cc2)nc2ccccc21	4%
NC(N)=NS(=O)(=O)c1ccc(N/C=C\C(=O)c2ccc3c(c2)OCO3)cc1	10%
Cc1ccc(OCC(=O)Nc2ccc(OC(F)(F)F)cc2)c(C)c1	1%
O=C(c1ccccc1Cl)N1CCN(Cc2ccc3c(c2)OCO3)CC1	43%
Cc1ccccc1NC(=O)c1c(NC(=O)c2cccs2)sc2c1CCC2	11%
O=C(O)c1ccc(C=Nc2cccc3ccccc23)cc1	9%
Oc1c(Cl)cc(Cl)cc1C=Nc1cccc2c(N=Cc3cc(Cl)cc(Cl)c3O)cccc12	0%
COc1ccc(C(=O)Nc2ccc(C(=O)N3CCOCC3)cc2)cc1OC	4%
Cc1cc(-c2nc3cc(NC(=O)c4cccc([N+](=O)[O-])c4C)ccc3o2)ccc1Br	15%

As a working copy, part of the list above.
SMILES	RNase H inhibition
Cc1cc(C)cc(OCCOc2ccc(Cl)cc2/C=C2\SC(=O)NC2=O)c1	34%
Cc1ccc2oc(-c3cccc(NC(=O)c4ccccc4[N+](=O)[O-])c3)nc2c1	9%
CCn1c(NC(=O)c2ccc(Cl)cc2)nc2ccccc21	4%
NC(N)=NS(=O)(=O)c1ccc(N/C=C\C(=O)c2ccc3c(c2)OCO3)cc1	10%
Cc1ccc(OCC(=O)Nc2ccc(OC(F)(F)F)cc2)c(C)c1	1%

The listing continues:
SMILES	RNase H inhibition
CCOc1ccc(NC(=S)NC(=O)c2cc(OC)c(OC)c(OC)c2)cc1	5%
Clc1ccc(OCCCCn2ccnc2)cc1	15%
COC(=O)c1ccc(COc2ccc3c(c2)oc(=O)c2ccccc23)cc1	48%
C/C(=N\NC(=O)c1ccc2c(c1)OCO2)c1ccncc1	6%
Cc1ccc(CSCCNC(=O)CSCc2ccc([N+](=O)[O-])cc2)cc1	10%
Cc1ccc(-c2nc(-c3ccccc3)no2)cc1	0%
COc1cc(C2NC(=O)NC(C)=C2C(=O)OC2CCCCC2)cc(Br)c1O (stereo not drawn)	15%
CCOc1ccc(Br)cc1/C=N/NC(=O)c1sc2ccccc2c1Cl	24%
COc1ccc(S(=O)(=O)Nc2ccc(NS(=O)(=O)c3ccc(OC)cc3)cc2)cc1	16%
COc1ccc(/C=C/C(=O)c2cccc(OC)c2)cc1	8%
COc1ccc(OC)c(C2C=C(Nc3ccccc3)C(=O)N2c2ccccc2)c1 (stereo not drawn)	13%
O=C(CN(c1ccc(F)cc1)S(=O)(=O)c1ccccc1)NCCc1ccccc1	4%
Nc1cc(NC(=O)c2cccc(Cl)c2)cc(Oc2cccnc2)c1	7%
COc1ccc(C(=O)NCCN=C2NS(=O)(=O)c3ccccc32)cc1OC	3%
CCCC1CCc2c(sc(N)c2C#N)C1 (stereo not drawn)	39%
Cc1ccc(C(=O)CSc2nc(C)cc(C)c2C(N)=O)cc1	8%
O=C(Nc1nnc(-c2ccccc2SCc2ccc(F)cc2)s1)Nc1ccccc1F	37%
Cc1cccc(NC(=O)C(=O)NCC(C)O)c1C (stereo not drawn)	2%
COc1ccc(CCNC(=O)C(=O)NCCCOC(C)C)cc1	2%
CC(C)=CCC/C(C)=C/CC(C)(C)C1OCCC(C)O1 (stereo not drawn)	5%
COC(=O)C1=C(C)N(Cc2cccnc2)C(=O)/C1=C\c1ccc(C(=O)OC)cc1	6%
COc1ccc(-n2c(SC(C)C)nc3c(c2=O)C2(CCCCC2)Cc2ccccc2-3)cc1	11%
O=C(O)c1ccc(C(=O)Nc2ccc(I)cc2)c(C(=O)O)c1	9%
O=C(COc1ccc(Cl)cc1Br)NNC(=O)c1ccc(O)cc1	5%
N#Cc1c(NC(=O)c2cc(S(=O)(=O)N3CCOCC3)c(Cl)cc2Cl)sc2c1CCCC2	7%
C=CCc1ccc(OC(C)=O)c(OC(C)=O)c1	1%
CCOC(=O)c1sc(NC(=O)COc2ccc(Br)cc2)c(C(=O)OCC)c1C	2%
C/C(Cn1nnc([N+](=O)[O-])n1)=N/NC(=O)c1ccc(Cl)cc1	7%
CC(C)C(=O)Nc1ccc(NC(=O)c2ccco2)cc1	8%
Cc1ccc(-c2ccc(C=C3C(=O)N(C)C(=O)N(C)C3=O)o2)cc1[N+](=O)[O-]	9%

A few values from the results shown.
RNase H inhibition, Cc1cc(C)cc(OCCOc2ccc(Cl)cc2/C=C2\SC(=O)NC2=O)c1 reads 34%
RNase H inhibition, O=C(Nc1ccc(Nc2ccccc2)cc1)c1ccccc1[N+](=O)[O-] reads 13%
RNase H inhibition, CC(C)=CCC/C(C)=C/CC(C)(C)C1OCCC(C)O1 (stereo not drawn) reads 5%
RNase H inhibition, NC(=O)N/N=C/c1cccc(OCc2ccc(F)cc2)c1 reads 38%
RNase H inhibition, COC(=O)c1ccc(COc2ccc3c(c2)oc(=O)c2ccccc23)cc1 reads 48%

More compounds
SMILES	RNase H inhibition
O=C(CN1C(=O)c2cccc3cccc(c23)C1=O)N1CCN(c2ccccc2)CC1	19%
COc1c(I)cc(I)cc1/C=N/NC(=O)C1COc2ccccc2O1 (stereo not drawn)	11%
C/C(=N/Nc1cc(-c2ccccc2)nc(-c2ccccc2)n1)c1ccc(O)cc1	4%
CCOC(=O)C1CCN(C(=O)Nc2ccc(Cl)c(Cl)c2)CC1	4%
CCOc1ccc(C=Nc2ccc(Br)c(Cl)c2)cc1	0%
O=C(N/N=C/C=C/c1ccccc1)c1cc(C2CC2)[nH]n1	7%
CC(C)Cc1ccc(C(C)C(=O)Nc2cccc(O)c2)cc1 (stereo not drawn)	15%
C/C(=N\NC(=O)C1CC1(c1ccccc1)c1ccccc1)c1ccc(N)cc1 (stereo not drawn)	15%
Clc1ccc(Nc2nc(-c3ccncc3)cs2)cc1	2%
O=C(NC1CCCCCC1)C1CCN(Cc2ccc(OCc3ccccc3)cc2)CC1	16%
CCOC(=O)CSc1nc2sc3c(c2c(=O)n1CC)CC(C)(C)OC3	0%
O=c1/c(=C/c2ccccc2OCCCOc2ccc(Cl)cc2)sc2nc3ccccc3n12	29%
Fc1ccc(C(CCCN2CCN3CCCCC3C2)c2ccc(F)cc2)cc1 (stereo not drawn)	13%
O=C(O)CCC(=O)NNc1nc(-c2ccccc2)c2cc(Br)ccc2n1	0%
Cc1cccc(NC(=O)c2ccc(C(=O)Nc3cccc(C)n3)cc2)n1	4%
CCOC(=O)C1=C(c2ccccc2)N=c2s/c(=C\c3ccc(C)o3)c(=O)n2C1c1cccs1 (stereo not drawn)	2%
CCOc1ccc(N=Cc2ccc(Cl)cc2Cl)cc1	0%
O=C(NOC(=O)c1cccs1)c1ccc(Cl)cc1	13%
CCOc1cc(/C=N/NS(=O)(=O)c2ccc(OC)cc2)ccc1OCCN1CCOCC1	5%
O=C(CCN1C(=O)/C(=C/c2cccs2)SC1=S)Nc1nc2ccccc2s1	14%
Cc1ccccc1-c1nc2ccccc2c(=O)o1	4%
COc1ccc(C/C(N)=N/OC(=O)Cc2ccc(OC)c(OC)c2)cc1	16%
O=[N+]([O-])c1ccccc1/C=N\Nc1nccs1	23%
CCCCCOc1ccc(/C=N/Nc2nnc(-c3ccccc3)c(-c3ccccc3)n2)cc1	11%
COc1ccc(S(=O)(=O)N(Cc2ccccc2)c2ccccc2C(=O)N2CCCC2)cc1	9%
CCC(=NCCN(CC)CC)c1c(O)n(-c2ccc(OC)cc2)c(=O)[nH]c1=O	1%
CC(O)CNC(=O)C(=O)Nc1ccccc1F (stereo not drawn)	4%
COc1ccc(/C(N)=N/OC(=O)Cc2ccc(OC)c(OC)c2)cc1	0%
CC(C)(C)NC(=O)NC12CC3CC(CC(C3)C1)C2	4%
CN1CCN(C(=O)c2cnn(-c3ccccc3)c2NC(=O)c2ccc(Br)cc2)CC1	8%

Exported field by field: part of the list above.
> CCOc1cc(/C=N/NS(=O)(=O)c2ccc(OC)cc2)ccc1OCCN1CCOCC1
  RNase H inhibition = 5%
> O=C(CCN1C(=O)/C(=C/c2cccs2)SC1=S)Nc1nc2ccccc2s1
  RNase H inhibition = 14%

More entries
SMILES	RNase H inhibition
COc1ccc(Br)cc1C(=O)Nc1ccccc1C(F)(F)F	13%
CC(Oc1ccc(Cl)cc1Cl)C(=O)Nc1sc2c(c1C(N)=O)CCCCC2 (stereo not drawn)	0%
CCOc1cccc(/C=C2/SC(=S)NC2=O)c1O	20%
O=C(O)C1C2C=CC(O2)C1C(=O)Nc1ccc(F)c(Cl)c1 (stereo not drawn)	8%
COc1cccc(NC(=O)/C=C/C(=O)O)c1	4%
Cc1ccc2c(c1)-c1c(ssc1=S)C(C)(C)N2C(=O)CN1C(=O)c2ccccc2C1=O	0%
CCOc1ccccc1OCCOc1cccc(Br)c1	3%
CC(c1ccccc1)N1C(=O)c2ccccc2C1(O)Cc1ccccc1 (stereo not drawn)	12%
Cc1cc(C)c(S(=O)(=O)N2CCC(Cc3ccccc3)CC2)c(C)c1	9%
O=C(c1ccc([N+](=O)[O-])cc1)N1CCN(C2CC3CCC2C3)CC1 (stereo not drawn)	5%
O=C(NNc1nc2ccccc2s1)c1ccc(Br)cc1	13%
CCOC(=O)C1=C(C)N=c2s/c(=C\c3ccc(SC)cc3)c(=O)n2C1c1ccc(OC)cc1 (stereo not drawn)	0%
O=C(Nc1ccc(Cl)cc1)c1ccccc1[N+](=O)[O-]	7%
Cc1[nH]nc(-c2ccc(OCc3ccccc3)c(C)c2O)c1-c1cnn(-c2ccccc2)c1	16%

Source: PubChem
